BRCA1 expr up: qHTS Assay to Identify Small Molecule Activators of BRCA1 Expression; Potency, µM (series often up to 46.1 µM), for inactives: top-dose activation, actives largely listed as activators; MCF7-BRCA1-FFLuc reporter, luminescence, 48 h; response scale: scaled: vehicle 0%, 10 µM genistein 100%; 380,000 tested, 1.1% active; AID 624202, 2012; further: nearly all actives have a fitted effect of over 80% in size; some results filed as inactive show a strong effect at the top dose
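Using MCF7 cells harboring a BRCA1 firefly luciferase reporter, plated 2 h before compound pinning, the screen measured luminescence after 48 h incubation. Responses were normalized to DMSO and 10 microM genistein, then fitted for concentration-effect.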
uPA generation: qHTS for Inhibitors of Cell Surface uPA Generation; 330,000 tested, 0.31% active; Potency, µM (doses to about 38.3 µM), inactives show at the highest dose activity change, negative = inhibition, actives largely listed as inhibitors; cell surface uPA generation assay, qHTS; active means well fitted inhibition curve with a large enough effect; inconclusive means small, poorly fitted or top-dose-only effect; inactive means no such curve, though single readings can be large or run the other way; tested in mouse RAW 264.7 cells; further: on the % scale 0 is the no-effect control and ±100 the full control effect; nearly all actives have a fitted effect of over 55% in size
Rab9 prom act: qHTS Assay for Rab9 Promoter Activators. Huh7 Rab9 promoter-luciferase reporter, luminescence, 24 h. Potency, µM (series often up to 9.22 µM), for the others: at the top dose activation, negative = inhibition, most hits filed as activators. 320,000 tested, 2.8% active. AID 485297, 2010; further: % of control where 0% means no effect; nearly all actives have a fitted effect of over 60% in size
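Measured in stably transfected Huh7 cells bearing a Rab9 promoter–luciferase construct: 24 h compound treatment at 37 °C, followed by luminescence detection.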
NPC1 prom act: qHTS Assay for NPC1 Promoter Activators; 320,000 tested, 2.4% active; Huh7 NPC1 promoter luciferase reporter, 24 h; Potency, µM (titrated, usually from 9.22 µM), for the others: at the highest dose activation, most hits filed as activators;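 further: % of control where 0% means no effect; nearly all actives have a fitted effect of over 60% in size; reporter is driven by a mutant NPC1 promoter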
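Cells: Huh7 expressing luciferase under the NPC1 promoter, 1500/well. Seeded 2 h, compound added, incubated 24 h at 37 °C. Luciferase reagent, 10 min ambient, then luminescence.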
p53 reactivator: qHTS assay for re-activators of p53 using a Luc reporter; 320,000 tested, 0.063% active; Potency, µM (titrated, usually from 92.2 µM), without a hit: at the highest dose activity change, positive = activation, actives largely listed as activators; H1299 p53-A138V BP100-luciferase reporter, luminescence, 24 h; further: % of control where 0% means no effect; nearly all actives have a fitted effect of over 45% in size
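p53-null H1299 cells stably carrying temperature-sensitive p53-A138V and a BP100-luciferase reporter were pinned with compounds (4-point, 1:5 series) and held 24 hrs at 37 deg C. Luminescence was read 10 min after detection reagent.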
MBNL1-CUG inh: qHTS Assay for Inhibitors of MBNL1-poly(CUG) RNA binding. 280,000 tested, 0.036% active. Potency, µM (doses to about 57.5 µM), for inactives: top-dose activity change, negative = inhibition, usual class: inhibitors. TR-FRET MBNL1-His/biotin-(CUG)12 binding, 665/545 ratio; active means well fitted inhibition curve with a large enough effect in the signal ratio, with a control signal flat, not every such curve was filed as active; inconclusive means small, poorly fitted or top-dose-only effect, or effect the other way, or a change in a side signal; inactive means no such curve, though single readings can be large or run the other way; the % refers to the signal ratio; further: on the % scale 0 is the no-effect control and ±100 the full control effect
Target sequence (Q9NR56 whole entry, looked up): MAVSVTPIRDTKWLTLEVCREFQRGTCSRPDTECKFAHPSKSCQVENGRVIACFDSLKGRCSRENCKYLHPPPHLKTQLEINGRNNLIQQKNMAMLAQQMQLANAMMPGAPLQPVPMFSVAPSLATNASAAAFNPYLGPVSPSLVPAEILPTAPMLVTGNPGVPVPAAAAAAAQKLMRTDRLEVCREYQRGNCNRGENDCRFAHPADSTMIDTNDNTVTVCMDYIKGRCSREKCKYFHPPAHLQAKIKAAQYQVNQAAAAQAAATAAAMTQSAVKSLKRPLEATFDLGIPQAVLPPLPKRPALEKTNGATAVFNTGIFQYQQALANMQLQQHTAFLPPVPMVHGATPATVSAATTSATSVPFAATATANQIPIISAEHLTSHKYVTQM
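Inhibition of protein-RNA binding appears as loss of TR-FRET between terbium anti-His antibody on MBNL1-His and streptavidin-XL665 on biotin-(CUG)12. Activity is normalized to buffer-only and uninhibited-complex controls.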
FLuc counter: qHTS profiling assay for firefly luciferase inhibitor/activator using purifed enzyme and Km concentrations of substrates (counterscreen for miR-21 project); Luciferin 4-monooxygenase (Photinus pyralis), P08659; purified FLuc, Km substrates, luminescence inhibition; Potency, µM (series often up to 57.5 µM), for the others: at the top dose activity change, negative = inhibition, most hits filed as inhibitors; 360,000 tested, 6.9% active;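 further: plate controls were vehicle for no effect and reference inhibitor for full effect; nearly all actives have a fitted effect of over 55% in size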
Target sequence (P08659 whole entry, looked up): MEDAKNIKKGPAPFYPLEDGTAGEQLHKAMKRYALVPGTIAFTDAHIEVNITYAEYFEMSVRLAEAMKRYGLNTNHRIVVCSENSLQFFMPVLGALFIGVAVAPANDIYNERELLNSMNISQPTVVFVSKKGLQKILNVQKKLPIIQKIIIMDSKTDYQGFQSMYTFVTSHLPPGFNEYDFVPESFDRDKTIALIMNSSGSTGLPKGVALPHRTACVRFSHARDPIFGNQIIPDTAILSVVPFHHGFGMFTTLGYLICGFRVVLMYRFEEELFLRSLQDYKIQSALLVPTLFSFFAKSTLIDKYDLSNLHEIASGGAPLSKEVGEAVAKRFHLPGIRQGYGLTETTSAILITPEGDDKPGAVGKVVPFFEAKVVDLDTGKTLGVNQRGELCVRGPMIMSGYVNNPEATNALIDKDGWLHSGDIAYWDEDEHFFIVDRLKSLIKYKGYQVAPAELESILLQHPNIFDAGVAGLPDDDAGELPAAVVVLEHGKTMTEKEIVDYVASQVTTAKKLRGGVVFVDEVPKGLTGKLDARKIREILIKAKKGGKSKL
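Purified P. pyralis luciferase, 10 nM final, with Km-level 10 uM D-luciferin and 10 uM ATP in 50 mM Tris acetate pH 7.5, 10 mM Mg acetate, 0.01% Tween-20, 0.05% BSA; 6-point qHTS titration about 60 µM downward; luminescence read.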
RORgamma inh: qHTS for inhibitors of ROR gamma transcriptional activity; Potency, µM (top dose mostly 53.6 µM), for inactives: at the highest dose activity change, negative = inhibition, most hits filed as inhibitors; Drosophila S2 Gal4-RORgamma UAS-luciferase reporter, 20 h; 310,000 tested, 5.4% active; further: on the % scale 0 is the no-effect control and ±100 the full control effect; nearly all actives have a fitted effect of over 60% in size
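Drosophila S2 cells stably expressing Gal4-DBD/mouse RORγ fusion under metallothionein promoter plus UAS-luciferase; compound 1 h, then 700 uM CuSO4 induction for 20 h at ambient temperature; inhibition read as reduced luminescence.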
ELG1 genotox: qHTS screen for small molecules that induce genotoxicity in human embryonic kidney (HEK293T) cells expressing luciferase-tagged ELG1 | HEK293T ELG1-luciferase reporter, luminescence, 16 h | Potency, µM (highest dose often 46 µM), inactives show at the highest dose activity change, positive = activation, actives largely listed as activators | 330,000 tested, 1.3% active | AID 504466, 2011; further: % of control where 0% means no effect; nearly all actives have a fitted effect of over 60% in size
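ELG1-luciferase HEK293T cells, 2,000/well; compound pinned in; 16 hr, 37 °C, 5% CO2; ONE-Glo, 30 min RT; luminescence on CCD imager.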
VP16 counter: VP16 counterscreen qHTS for inhibitors of ROR gamma transcriptional activity; Potency, µM (series often up to 53.6 µM), for the others: top-dose activity, negative = inhibition, usual class: inhibitors; 310,000 tested, 3.5% active; Drosophila S2 Gal4-VP16 UAS-luciferase, luminescence, 20 h;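 further: Gal4-VP16 expression switched on by copper sulfate through the metallothionein promoter; on the % scale 0 is the no-effect control and ±100 the full control effect; nearly all actives have a fitted effect of over 50% in size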
Starred values were filed as active, the others as inactive; ? = inconclusive; . = no result given. Unless noted, the call rests on the fitted dose curve; in most records, active means well fitted curve in the direction sought with a large enough effect; inconclusive means small, poorly fitted or top-dose-only effect, or another doubt; inactive means no such curve, though single readings can be large; an effect the other way counts as inactive or inconclusive. Potency means the concentration at half of the fitted maximal effect.

Field names – A = BRCA1 expr up; B = uPA generation; C = Rab9 prom act; D = NPC1 prom act; E = p53 reactivator; F = MBNL1-CUG inh; G = FLuc counter; H = RORgamma inh; I = ELG1 genotox; J = VP16 counter
SMILES: Cn1nnnc1SCC(=O)Nc1ccc2c(c1)OCO2
  A = 63.5% | B = 6.4% | C = ? | D = 22.0% | E = 17.2% | F = 2.8% | G = -17.2% | H = 7.7% | I = 8.4% | J = -20.2%
SMILES: COc1ccc(CNC(=O)CCNS(=O)(=O)c2ccc(Cl)cc2)cc1
  A = 0.0% | B = -0.1% | C = 0.1% | D = -7.2% | E = -6.1% | F = -9.1% | G = 2.5% | H = -0.2% | I = ? | J = -7.1%
SMILES: N#Cc1c(-c2ccco2)nc(SCC(=O)Nc2ccc(S(N)(=O)=O)cc2)[nH]c1=O
  A = . | B = . | C = -5.4% | D = 0.4% | E = 0.1% | F = 4.4% | G = 4.6% | H = 20.2% | I = 3.5% | J = -1.9%
SMILES: O=C(Nc1c2c(nn1-c1ccc(F)cc1)CS(=O)(=O)C2)c1ccc(Br)o1
  A = 24.9% | B = 1.4% | C = -3.9% | D = 1.0% | E = 5.1% | F = 23.3% | G = 1.7% | H = 10.3% | I = 0.3% | J = 0.0%
SMILES: CCN(CC(=O)Nc1ccc(NC(C)=O)cc1)C(=O)/C=C/c1c(C)nn(-c2ccc(F)cc2)c1C
  A = -32.9% | B = -2.2% | C = 3.7% | D = 2.6% | E = -5.7% | F = 0.6% | G = -0.8% | H = -25.0% | I = -8.9% | J = 10.7%
SMILES: CCOC(=O)c1c(-c2ccc(C)c(C)c2)csc1NC(=O)C1CC=CCC1C(=O)O (stereo not drawn)
  A = -21.8% | B = -2.8% | C = 9.4% | D = -0.1% | E = -0.1% | F = 10.6% | G = 3.5% | H = -16.7% | I = 5.7% | J = -10.1%
SMILES: Nc1ncnc2c1ncn2CCc1ccccc1
  A = 52.6% | B = 2.7% | C = 2.5% | D = 18.0% | E = 15.5% | F = -4.2% | G = -10.9% | H = 17.4% | I = 1.5% | J = 10.4%
SMILES: C=CCOC(=O)/C(=C/c1cccnc1)NC(=O)c1ccccc1
  A = 16.9% | B = 2.9% | C = 1.6% | D = -0.5% | E = -0.1% | F = 4.3% | G = 0.3% | H = 22.7% | I = -0.3% | J = 4.4%
SMILES: COc1cc2nc(=S)n3[nH]c(CCn4c(C)nc5ccccc54)nc3c2cc1OC
  A = -4.4% | B = 3.4% | C = 0.4% | D = -1.5% | E = -6.4% | F = -0.1% | G = -5.4% | H = ? | I = -1.7% | J = 3.3%
SMILES: O/N=C\c1cccn1-c1ccc(Br)cc1
  A = 15.6% | B = 0.9% | C = 2.9% | D = 7.6% | E = -11.6% | F = 7.6% | G = -18.6% | H = ? | I = -5.0% | J = -9.9%
SMILES: O=C(CN1C(=O)c2ccccc2C1=O)NCc1ccc(N2CCOCC2)cc1
  A = 14.5% | B = 6.7% | C = -2.4% | D = -1.5% | E = -1.2% | F = 19.5% | G = -3.3% | H = 1.6% | I = -1.0% | J = 6.1%
SMILES: O=C1C(NS(=O)(=O)c2cccs2)=C(N2CCN(c3ccccc3)CC2)C(=O)c2ccccc21
  A = 1.8% | B = 4.4% | C = -1.6% | D = 1.6% | E = 0.6% | F = ? | G = -4.3% | H = -11.6% | I = -12.7% | J = 12.4%
SMILES: COC(=O)c1cccc(-n2c(CCC(=O)O)ccc2-c2cccs2)c1
  A = 11.3% | B = 0.6% | C = 0.5% | D = -1.6% | E = -0.8% | F = . | G = ? | H = 3.6% | I = 1.9% | J = -8.6%
SMILES: Cc1ccc(NC(=O)C2CCN(S(=O)(=O)c3cnc[nH]3)CC2)cc1C
  A = -8.5% | B = -0.8% | C = -8.3% | D = -2.3% | E = -0.1% | F = 12.7% | G = -7.4% | H = 3.6% | I = 4.5% | J = 6.7%
SMILES: Cn1c(C(=O)Nc2ccccc2)cc2sccc21
  A = -13.4% | B = -1.6% | C = ? | D = ? | E = 24.0% | F = 11.9% | G = 13.5µM* | H = 35.2% | I = ? | J = 20.6%
SMILES: COc1ccc(C(=O)NCCN2CCOCC2)cc1S(=O)(=O)Nc1ccc(C)cc1
  A = -6.2% | B = 4.3% | C = 1.0% | D = -3.0% | E = -3.3% | F = . | G = . | H = . | I = 0.0% | J = .
SMILES: Cc1ccc(S(=O)(=O)N/N=C\c2ccc([N+](=O)[O-])o2)cc1C
  A = -17.4% | B = -11.8% | C = -5.5% | D = 2.6% | E = 5.2% | F = -6.1% | G = -0.3% | H = -13.5% | I = 11.6% | J = -12.7%
SMILES: CCC1(CC)Cc2ccccc2-c2nc3ccccc3c(=O)n21
  A = 0.0% | B = -4.9% | C = 0.5% | D = -0.2% | E = -4.9% | F = -3.2% | G = 2.8% | H = 19.3% | I = -3.3% | J = 1.5%
SMILES: CNC(=O)c1c(NC(=O)c2ccc3ncsc3c2)sc(C)c1C
  A = -18.4% | B = 1.1% | C = 1.2% | D = -1.3% | E = 1.9% | F = . | G = ? | H = . | I = 24.3% | J = .
SMILES: CC(=O)OCCNc1cc(N2CCN(C)CC2)c2noc3c2c1C(=O)c1ccccc1-3
  A = 4.1% | B = -2.2% | C = -4.9% | D = -0.6% | E = -5.7% | F = ? | G = -2.7% | H = 22.3% | I = -5.2% | J = -13.4%
SMILES: C=CCC(O)(CC=C)CNC(=O)c1ccc(OC)c(OC2CCN(C(C)=O)CC2)c1
  A = -18.1% | B = -9.3% | C = 4.1% | D = -0.5% | E = -0.2% | F = 7.9% | G = -0.5% | H = -13.8% | I = -4.6% | J = -1.4%
SMILES: CCN(CCCNC(=O)CC(C(=O)N1CCc2ccccc21)n1ccnc1)c1ccccc1 (stereo not drawn)
  A = -14.4% | B = . | C = 6.8% | D = 0.8% | E = -5.9% | F = 2.1% | G = 2.9% | H = 36.4% | I = -1.3% | J = -6.7%
SMILES: COc1cc(Nc2ccc(C(=O)O)cc2[N+](=O)[O-])cc(OC)c1
  A = 8.4% | B = -12.1% | C = -5.4% | D = -2.6% | E = -3.5% | F = ? | G = -0.9% | H = 6.5% | I = 3.1% | J = 0.6%
SMILES: CN(C1CCCCC1)C(CNS(=O)(=O)c1ccc(Cl)cc1)c1ccccc1 (stereo not drawn)
  A = -3.4% | B = 7.1% | C = -2.6% | D = -0.6% | E = 0.8% | F = -6.4% | G = 0.2% | H = -18.0% | I = 0.2% | J = -3.6%

8 neighbouring records already listed, quoted:
Field names – A = BRCA1 expr up; B = uPA generation; C = Rab9 prom act; D = NPC1 prom act; E = p53 reactivator; F = MBNL1-CUG inh; G = FLuc counter; H = RORgamma inh; I = ELG1 genotox; J = VP16 counter
SMILES: Cc1ccc(S(=O)(=O)N/N=C\c2ccc([N+](=O)[O-])o2)cc1C
  A = -17.4% | B = -11.8% | C = -5.5% | D = 2.6% | E = 5.2% | F = -6.1% | G = -0.3% | H = -13.5% | I = 11.6% | J = -12.7%
SMILES: CCC1(CC)Cc2ccccc2-c2nc3ccccc3c(=O)n21
  A = 0.0% | B = -4.9% | C = 0.5% | D = -0.2% | E = -4.9% | F = -3.2% | G = 2.8% | H = 19.3% | I = -3.3% | J = 1.5%
SMILES: CNC(=O)c1c(NC(=O)c2ccc3ncsc3c2)sc(C)c1C
  A = -18.4% | B = 1.1% | C = 1.2% | D = -1.3% | E = 1.9% | F = . | G = ? | H = . | I = 24.3% | J = .
SMILES: CC(=O)OCCNc1cc(N2CCN(C)CC2)c2noc3c2c1C(=O)c1ccccc1-3
  A = 4.1% | B = -2.2% | C = -4.9% | D = -0.6% | E = -5.7% | F = ? | G = -2.7% | H = 22.3% | I = -5.2% | J = -13.4%
SMILES: C=CCC(O)(CC=C)CNC(=O)c1ccc(OC)c(OC2CCN(C(C)=O)CC2)c1
  A = -18.1% | B = -9.3% | C = 4.1% | D = -0.5% | E = -0.2% | F = 7.9% | G = -0.5% | H = -13.8% | I = -4.6% | J = -1.4%
SMILES: CCN(CCCNC(=O)CC(C(=O)N1CCc2ccccc21)n1ccnc1)c1ccccc1 (stereo not drawn)
  A = -14.4% | B = . | C = 6.8% | D = 0.8% | E = -5.9% | F = 2.1% | G = 2.9% | H = 36.4% | I = -1.3% | J = -6.7%
SMILES: COc1cc(Nc2ccc(C(=O)O)cc2[N+](=O)[O-])cc(OC)c1
  A = 8.4% | B = -12.1% | C = -5.4% | D = -2.6% | E = -3.5% | F = ? | G = -0.9% | H = 6.5% | I = 3.1% | J = 0.6%
SMILES: CN(C1CCCCC1)C(CNS(=O)(=O)c1ccc(Cl)cc1)c1ccccc1 (stereo not drawn)
  A = -3.4% | B = 7.1% | C = -2.6% | D = -0.6% | E = 0.8% | F = -6.4% | G = 0.2% | H = -18.0% | I = 0.2% | J = -3.6%

Screens (PubChem BioAssay)

Outcome played no part in choosing rows, and some 13% of all compounds hit somewhere here.
